High-throughput results (PubChem BioAssay)
TGFb SMAD3 inh: qHTS for Inhibitors of TGF-b. AID 588855, 2011. HepG2 CAGA-GFP TGF-b/SMAD3 reporter, GFP fluorescence, 18 h; TGF-beta stimulated, 500 pg/mL final. Potency, µM (series often up to 46.1 µM), inactives show top-dose activity, negative = inhibition, hits mostly inhibitors. hit rate 1.2% among 410,000; further: potency means the concentration at half of the fitted maximal effect; on the % scale 0 is the no-effect control and ±100 the full control effect; nearly all actives have a fitted effect of over 65% in size
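Cell-based qHTS in HEPG2 carrying a CAGA-GFP Smad reporter; compounds added before 500 pg/mL final TGF-beta, 18 h incubation at 37 degrees C, GFP fluorescence quantified per cell by imaging cytometry.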
A549 viability: Nrf2 qHTS screen for inhibitors: counterscreen for cytotoxicity | A549 ARE-Fluc cells, CellTiter-Fluor viability, 18-24 h | Potency, µM (titrated, usually from 46 µM), without a hit: top-dose activity change, negative = cytotoxicity, most hits filed as inhibitors | hit rate 0.16% among 390,000 | AID 504648, 2011; further: potency means the concentration at half of the fitted maximal effect; on the % scale 0 is the no-effect control and ±100 the full control effect
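A549 ARE_Fluc cells in 5% FBS OPTI-MEM were exposed to compounds in concentration-response for 18-24 h at 37 deg C. Viability was read by CellTiter-Fluor fluorescence (Ex 405/Em 525) after 30 min, before the luciferase read.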
pAkt inh: HTS Assay for Inhibitors of Akt Phophorylation: Primary Screen; Neuro2A IGF-stimulated pAkt S473 HTRF, 20 min; active compounds read low; activity change, % for hits at 50 µM; hit rate 0.32% among 360,000; AID 651550, 2012; in the data active means activity change below about -80%; inconclusive means mostly about -51% to -80%; further: on the % scale 0 is the no-effect control and ±100 the full control effect
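Neuro2A cells in DMEM with 0.5% FBS, overnight at 37 deg C, given compound at single 50 µM final, then IGF (6 nM final) for 20 min at 37 deg C. Lysed; phospho-Akt Ser473 by HTRF after 24 h, 665/615 ratio.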
EPAC2 agonist: qHTS for Agonist of cAMP-regulated guanine nucleotide exchange factor 4 (EPAC2): primary screen; AID 720711, 2013; hit rate 0.079% among 360,000; EPAC2 activation, biochemical qHTS; response scale: 100% = 6.5 mM cAMP response; Potency, µM (doses to about 154 µM), inactives show top-dose activation, actives largely listed as activators; Rap guanine nucleotide exchange factor 4 (Homo sapiens), Q8WZA2; further: potency means the concentration at half of the fitted maximal effect; nearly all actives have a fitted effect of over 50% in size
Target sequence (Q8WZA2 whole entry, looked up): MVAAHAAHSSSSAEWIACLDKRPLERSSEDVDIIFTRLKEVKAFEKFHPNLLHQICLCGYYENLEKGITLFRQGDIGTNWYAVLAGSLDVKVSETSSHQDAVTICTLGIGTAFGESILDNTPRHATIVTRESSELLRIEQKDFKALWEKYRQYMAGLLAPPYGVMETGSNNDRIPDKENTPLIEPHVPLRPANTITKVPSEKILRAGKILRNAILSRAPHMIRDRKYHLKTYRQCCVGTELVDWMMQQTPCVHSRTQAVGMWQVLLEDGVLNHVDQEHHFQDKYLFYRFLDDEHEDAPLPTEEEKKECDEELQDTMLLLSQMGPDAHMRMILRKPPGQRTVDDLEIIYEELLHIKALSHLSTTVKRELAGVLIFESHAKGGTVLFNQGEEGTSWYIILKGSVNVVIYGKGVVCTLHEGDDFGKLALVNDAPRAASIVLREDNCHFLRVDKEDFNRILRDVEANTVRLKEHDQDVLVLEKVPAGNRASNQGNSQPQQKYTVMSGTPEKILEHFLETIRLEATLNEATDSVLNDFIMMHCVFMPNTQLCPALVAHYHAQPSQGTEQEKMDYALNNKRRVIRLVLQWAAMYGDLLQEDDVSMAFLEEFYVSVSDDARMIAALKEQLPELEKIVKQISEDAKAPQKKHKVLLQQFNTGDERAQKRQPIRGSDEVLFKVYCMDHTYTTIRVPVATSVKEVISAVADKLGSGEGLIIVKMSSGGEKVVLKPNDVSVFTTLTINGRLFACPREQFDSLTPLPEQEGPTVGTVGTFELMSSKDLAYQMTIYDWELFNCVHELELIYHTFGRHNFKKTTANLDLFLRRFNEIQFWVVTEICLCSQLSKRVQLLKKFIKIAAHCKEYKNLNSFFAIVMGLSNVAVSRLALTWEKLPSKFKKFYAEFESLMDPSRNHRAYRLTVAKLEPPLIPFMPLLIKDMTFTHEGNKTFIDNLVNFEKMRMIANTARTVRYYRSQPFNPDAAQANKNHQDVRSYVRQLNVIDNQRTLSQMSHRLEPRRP
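Compounds were added across a concentration range to EPAC2 (100 nM), RAP1B-BODIPY-GDP (250 nM) and GDP (50 uM). After 5 min at room temperature, fluorescence was recorded at 5-min intervals for 30 min.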
EPAC2 antag: qHTS for Antagonist of cAMP-regulated guanine nucleotide exchange factor 2 (EPAC2): primary screen; EPAC2 GEF exchange of Rap1B-BODIPY-GDP, fluorescence; AID 720708, 2013; Potency, µM (highest dose often 114 µM), inactives show at the highest dose activity, negative = inhibition, usual class: inhibitors; Rap guanine nucleotide exchange factor 4 (Homo sapiens), Q8WZA2; hit rate 0.18% among 360,000; further: potency means the concentration at half of the fitted maximal effect; on the % scale 0 is the no-effect control and ±100 the full control effect; nearly all actives have a fitted effect of over 45% in size; many of its hits are not listed in these tables
CCT chaperon mod: High-Throughput Screening for Modulators of Cytosolic Chaperonin Activity. activity change, % (concentration not given with the values), hits read low. purified chaperonin ATPase assay, HTRF ADP detection, 30 min. hit rate 0.3% among 360,000; in the data active means activity change below about -30%; further: on the % scale 0 is the no-effect control and ±100 the full control effect
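TRiC at 40 or 20 nM final (batch-dependent) in 30 mM Tris pH 7.4, 100 mM KCl, 5 mM MgCl2, 1 mM DTT, with compound at single 76 uM and 10 uM ATP, 30 min at 37 deg C. ADP detected by HTRF Transcreener, 665/615 ratio.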
Nrf2 inh: Nrf2 qHTS screen for inhibitors; A549 ARE-Fluc reporter, luciferase luminescence, 18-24 h; Potency, µM (highest dose often 46 µM), for inactives: at the highest dose activity change, negative = inhibition, actives largely listed as inhibitors; hit rate 2.1% among 360,000; AID 504444, 2011; further: potency means the concentration at half of the fitted maximal effect; on the % scale 0 is the no-effect control and ±100 the full control effect; nearly all actives have a fitted effect of over 60% in size
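Reporter: ARE-Fluc in A549. Exposure: 18-24 h, 37 °C, 5% CO2, 5% FBS OPTI-MEM. Readouts: fluorescent cytotoxicity (CellTiter-Fluor), then luminescent Nrf2 signal after BugLite.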
MmCpn inh: Inhibitors of TCP-1 ring complex (TRiC) of Methanococcus maripaludis (MmCpn): qHTS; Chaperonin Mm-Cpn (Methanococcus maripaludis); purified Mm-Cpn ATPase, ADP Transcreener TR-FRET; Potency, µM (doses to about 76.9 µM), inactives show at the highest dose activity, negative = inhibition, actives largely listed as inhibitors; hit rate 0.031% among 330,000; further: potency means the concentration at half of the fitted maximal effect; on the % scale 0 is the no-effect control and ±100 the full control effect; nearly all actives have a fitted effect of over 80% in size
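Reaction buffer contained 30 mM Tris pH 7.4, 100 mM KCl, 5 mM MgCl2 and 1 mM DTT. Mm-CPN (25 nM final) hydrolysed 10 uM ATP over 30 min at 37°C; ADP was read by HTRF.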
Nrf2 activator: qHTS of Nrf2 Activators | Potency, µM (series often up to 46.1 µM), for inactives: at the highest dose activation, most hits filed as activators | hit rate 0.31% among 410,000 | AREc32 ARE-luciferase reporter (MCF7-derived line), luminescence, 24 h; further: potency means the concentration at half of the fitted maximal effect; % of control where 0% means no effect; nearly all actives have a fitted effect of over 65% in size
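AREc32_Fluc, 1000 cells/well, OPTI-MEM + 5% FBS, o/n 37 deg C 5% CO2; 23 nL cpd by pin tool, 24 hr; Steady-Glo 30 min RT, luminescence.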
Numbers without * were called inactive; i = inactive; ? = inconclusive; . = no result given; [ ] = another dose, or the depositor's remark. Unless noted, the call rests on the fitted dose curve; in most records, active means well fitted curve in the direction sought with a large enough effect; inconclusive means small, poorly fitted or top-dose-only effect, or another doubt; inactive means no such curve, though single readings can be large; an effect the other way counts as inactive or inconclusive. Some of the compounds tested, so the mix of outcomes need not match the whole.

SMILES | TGFb SMAD3 inh | A549 viability | pAkt inh | EPAC2 agonist | EPAC2 antag | CCT chaperon mod | Nrf2 inh | MmCpn inh | Nrf2 activator
COc1ccc(-c2csc(NC(=O)c3ccccc3Br)c2C(=O)O)cc1 | -3% | -6% | i | -2% | -5% | -1.5 | -18% | -11% | -0.4%
Cc1ccccc1N=Cc1ccc[nH]1 | 8% | -5% | i | 7% | -1% | -0.5 | 6% | . | 0.0%
CC(C)N1C(=O)CCC1C(=O)N1CCN(c2ccccn2)CC1 (stereo not given) | -21% | -5% | i | ? | 3% | -1.9 | 5% | 1% | -0.1%
O=C(c1ccc(C(F)(F)F)cc1)N1CCC(=O)N(C(CO)Cc2ccccc2)CC1 (stereo not given) | ? | -1% | i | 0% | -1% | -3.2 | 2% | . | -0.2%
COc1ccc(NS(=O)(=O)c2cc(N)ccc2N2CCCCC2)cc1 | -14% | 2% | i | 22% | ? | -3.1 | 2% | 1% | -0.6%
CC(=O)Nc1cccc(C(=O)OCC(=O)N2CCC(c3ccccc3)=N2)c1 | 2% | -11% | i | 0% | -9% | -1.1 | 16% | -1% | 3.4%
COc1ccccc1NC(=O)Cc1noc(CSc2nnc(C)n2C)n1 | -4% | 4% | i | 7% | -1% | -0.4 | 11% | -1% | -1.7%
Nc1nonc1-n1nnc(C(=O)N/N=C/c2ccoc2)c1CSc1ccc(Cl)cc1 | -31% | 4% | i | 21% | -8% | -2.0 | 17% | 1% | -1.0%
CCC12C(=O)C(CC)(C(c3ccccc3)=C1c1ccccc1)[C@@H]1C(=O)N(c3ccc(C)cc3)C(=O)C12 (stereo not given in full) | 3% | -2% | i | -3% | 0% | -6.5 | 2% | -1% | 0.2%
Cc1cc(N(CCO)CCO)ccc1N=Nc1cc(F)ccc1F | 1% | ? | i | 11% | -19% | -5.3 | 3% | 0% | 13%
Cc1nnc(N2CCCC(C(=O)NCc3cccc(F)c3)C2)c2nn(-c3ccccc3)c(C)c12 (stereo not given) | -19% | ? | i | -11% | 0% | -0.1 | ? | ? | -0.4%
O=S(=O)(c1ccc(Cl)cc1)n1cnc2ccccc21 | 7% | 2% | i | -2% | 16% | 0.3 | ? | 1% | -0.9%
Cc1ccc(-c2cc(C(=O)Nc3c(C)n(C)n(-c4ccccc4)c3=O)[nH]n2)c(O)c1 | -12% | . | i | 7% | 16% | -2.8 | -1% | -1% | 1.8%
Cc1ccccc1OCC(=O)NCCCNC(=O)c1ccncc1 | -7% | 2% | i | 14% | -20% | 0.9 | -5% | 0% | -0.2%
Oc1c(CN2CCN(c3ccccc3)CC2)cc(Br)c2cccnc12 | ? | -6% | i | 11% | 7% | -1.3 | -15% | 2% | 2.9%
CCCCn1cnc2c(SCCc3ccccc3)nc(N)nc21 | -1% | 15% | i | 6% | -8% | -0.7 | -10% | . | 1.9%
CCc1ccc(NC(=O)Cn2nc(C)n3cccc3c2=O)cc1 | -3% | -6% | i | 0% | 4% | -2.0 | 0% | 2% | 0.4%
Cc1ncc[nH]1 | 0% | -9% | i | 8% | 2% | 0.9 | 7% | -1% | 0.7%
Cc1ccc(C=C2C=C(c3ccccc3)OC2=O)cc1 | 1% | . | i | -1% | -3% | 0.1 | . | . | 6.2%
CCC1CCC(C(=O)NC(C(=O)NCCc2ccc(S(N)(=O)=O)cc2)C(C)C)CC1 (stereo not given) | -9% | 0% | i | -10% | 47%[activator] | 0.0 | -27% | 1% | -1.4%

The closing 3 entries of the section above are carried over, then new ones follow:
SMILES | TGFb SMAD3 inh | A549 viability | pAkt inh | EPAC2 agonist | EPAC2 antag | CCT chaperon mod | Nrf2 inh | MmCpn inh | Nrf2 activator
Cc1ncc[nH]1 | 0% | -9% | i | 8% | 2% | 0.9 | 7% | -1% | 0.7%
Cc1ccc(C=C2C=C(c3ccccc3)OC2=O)cc1 | 1% | . | i | -1% | -3% | 0.1 | . | . | 6.2%
CCC1CCC(C(=O)NC(C(=O)NCCc2ccc(S(N)(=O)=O)cc2)C(C)C)CC1 (stereo not given) | -9% | 0% | i | -10% | 47%[activator] | 0.0 | -27% | 1% | -1.4%
CCC(C)CNC(=O)c1cccc(OC2CCN(CC(C)(C)C)CC2)c1 (stereo not given) | -3% | -4% | i | -3% | 6% | 1.5 | 1% | . | -1.0%
N=c1n(CCCOc2ccc(F)cc2)c2ccccc2n1CC(N)=O | 16% | -2% | i | -5% | 6% | 0.8 | 8% | 1% | 0.5%
COc1ccc(Cl)c2c1[nH]c1nc(SCc3cccnc3)nnc12 | 23% | -4% | i | 0% | -3% | -0.7 | -1% | -1% | 0.3%
Cc1ccc(S(=O)(=O)Nc2ncnc3ccccc23)cc1 | -1% | 4% | i | 2% | -1% | 0.1 | 9% | -2% | 8.1%
Cc1cccc(Cn2c(=O)n(CC3CCC(C(=O)NC(C)C)CC3)c(=O)c3sccc32)c1 (stereo not given) | ? | -6% | . | . | . | . | -11% | . | -1.3%
COc1ccc(OCC(=O)Nc2sc3c(c2C(=O)NCC2CCCO2)CCC3)cc1 (stereo not given) | -12% | -1%[1.84 µM] | i | 7% | 3% | 0.6 | -12% | -6% | -0.3%
CCS(=O)(=O)N1CCC(NC(=O)c2ccco2)CC1 | 9% | 8% | i | 3% | -5% | 0.2 | 17% | 1% | -0.3%
C#Cc1cccc(C(=O)N2CCCC(Nc3cccc(F)c3)C2)c1 (stereo not given) | -10% | -1% | i | 15% | -11% | -2.2 | 4% | 0% | -0.3%
CCCC(=O)O[C@@H]1C[C@@H](C)N(C(=O)c2ccccc2)c2ccc(C)cc21 | ? | -1% | i | -20% | 20µM* | 0.0 | . | 1% | -0.1%
COc1ccc(OC)c(/C=C/C(=O)c2ccc3c(c2)OCCO3)c1 | ? | -2% | i | 17% | -3% | -1.2 | 21% | -7% | ?
COC(=O)c1cc(C(=O)Nn2cnnc2)cc([N+](=O)[O-])c1 | -8% | 2% | i | -2% | -5% | -5.0 | 3% | -2% | -0.6%
C[C@]12CC[C@H](O)CC1=CCC1C2CC[C@@]2(C)C1CCC21OCCO1 (stereo not given in full) | -1% | -1% | i | -7% | 1% | -1.2 | 20% | 0% | 5.2%
COC(=O)CN1C(=O)C2(OCCCO2)c2ccccc21 | -13% | 19% | i | 11% | -2% | -0.8 | 6% | 0% | -0.3%
CS(=O)(=O)N1CCCCC1c1cc(C(=O)NCc2ccc(F)cc2)no1 (stereo not given) | 8% | . | i | 0% | 10% | -1.5 | . | . | 0.2%
O=C(OCC(=O)N1CCc2ccccc21)c1ccc[nH]c1=O | -2% | 3% | i | 9% | -2% | -2.4 | 6% | -1% | 0.2%
Fc1ccc(-c2nc(-c3cccs3)c(-c3cccs3)[nH]2)cc1 | -26% | -8% | . | . | . | . | -14% | . | 19%
c1ccc(-c2ncnc3ccccc23)cc1 | -2% | 14% | i | 4% | 0% | -1.0 | -13% | . | -0.5%
CCOC(=O)[C@H](CCc1ccccc1)N[C@@H](C)C(=O)N1[C@H](C(=O)O)C[C@@H]2CCC[C@@H]21 | 20% | -6% | i | -16% | -15% | 0.2 | 7% | . | -1.0%
COc1ccccc1C(=O)COC(=O)c1cc([N+](=O)[O-])ccc1N1CCOCC1 | 8% | -11% | i | 2% | 17% | -0.4 | 17% | -5% | 11%
Cc1nn(C)cc1S(=O)(=O)N1CCN(c2ccc(F)cc2)CC1 | -2% | 0% | i | 6% | -3% | 0.3 | 0% | 0% | 0.4%
CC(Cc1c[nH]c2ccccc12)NC(=O)OCCCl (stereo not given) | -2% | -2% | i | 8% | -8% | -1.1 | -2% | 3% | -1.1%
N/C(Cc1ccc([N+](=O)[O-])cc1)=N\OC(=O)c1ccc([N+](=O)[O-])cc1 | -4% | -3% | i | 9% | 8% | -0.4 | 15% | -3% | -0.1%
COC(=O)Cc1ccc(NC(=S)NCc2ccccc2OC)cc1 | 1% | 2% | i | -4% | -8% | -3.0 | 10% | -4% | 0.5%
COc1ccccc1C(=O)NCCC(=O)NCCc1ccccc1 | 3% | -7% | i | -2% | -6% | -1.7 | 12% | -1% | 0.1%
CCCN(CCC)CCNC(=O)c1cc(-c2ccc(Br)s2)nc2ccccc12 | 0% | -9% | . | . | . | . | 7% | . | 7.8%
CC1(c2ccc(Cl)cc2)NC(=O)N(CC(=O)N2CCN(C(=O)c3cccs3)CC2)C1=O (stereo not given) | 2% | . | i | 20% | 3% | -1.0 | . | . | -0.2%
CC(C)(C)c1ccc(-c2cc(-c3ccccc3O)[nH]n2)cc1 | 18µM* | ? | i | 14% | -16% | -0.9 | ? | 2% | 4.4%
Cc1cccc(CN2CCN(C3CN(Cc4cn(Cc5cccc(Cl)c5)nn4)S(=O)(=O)C3)CC2)c1 (stereo not given) | . | . | i | 7% | 11% | 1.1 | . | . | 3.2%
O=C(COC(=O)Cc1ccsc1)Nc1ccccc1 | -13% | 1% | i | 10% | -1% | -1.8 | -6% | -10% | -1.2%
CCOc1ccc(C2C(C#N)=C(N)SC(N)=C2C#N)cc1OCC | 101%[activator] | -20% | i | 5% | 12% | 0.6 | -11% | -8% | 0.5%
C/C(=C\C#N)n1nc(C)cc1N | 11% | 13% | i | 8% | -7% | -2.3 | 4% | 0% | -0.4%
